CHRM5 agonist = CHRM5 agonism in calcium assay; P08912; CHO-K1 hM5 cells, Fluo-8 calcium fluorescence; 0% DMSO wells, 100% maximal acetylcholine response; activation, % at 3 µM; 0.19% of 360,000 active;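 active means activation above the run's mean over test compounds plus 3 SD, cut at about 23% in these data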;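 further: signal is peak over basal fluorescence ratio across the kinetic read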
Target sequence (P08912 whole entry, looked up): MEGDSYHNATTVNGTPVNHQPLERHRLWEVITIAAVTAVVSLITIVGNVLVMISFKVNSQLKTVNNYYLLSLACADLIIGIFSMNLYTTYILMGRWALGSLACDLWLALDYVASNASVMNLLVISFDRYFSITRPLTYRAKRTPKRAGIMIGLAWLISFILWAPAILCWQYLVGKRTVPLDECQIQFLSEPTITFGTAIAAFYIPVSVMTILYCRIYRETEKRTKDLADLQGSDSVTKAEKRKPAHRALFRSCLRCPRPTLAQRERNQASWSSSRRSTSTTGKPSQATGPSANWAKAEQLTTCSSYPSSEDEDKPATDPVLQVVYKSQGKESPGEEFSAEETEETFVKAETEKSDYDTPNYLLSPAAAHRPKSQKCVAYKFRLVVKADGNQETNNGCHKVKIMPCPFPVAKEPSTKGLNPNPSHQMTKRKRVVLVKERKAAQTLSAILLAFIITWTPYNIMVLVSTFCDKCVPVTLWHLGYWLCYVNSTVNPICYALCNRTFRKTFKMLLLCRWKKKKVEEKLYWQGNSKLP
CRFBP-R2 agonist = CRF-BP/CRF-R2 complex agonism | HEK293 CRF-R2/CRF-BP, calcium dye fluorescence (FLIPR); percent of saturating CRF peptide response | activation, % at 13.2 µM | 0.46% of 350,000 active;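 active means activation of at least 50%, plus an integration ratio under a set limit after plate pattern correction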;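 further: plate controls were neutral control wells without compound for no effect and CRF at EC100 for full effect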
M4 antag = antagonists of human muscarinic M4 receptor (CHRM4) | CHO-hM4 cells, ACh EC80, Fluo-8 calcium fluorescence | inhibition, % at 3 µM | 0.73% of 360,000 active;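 active means inhibition above its plate's cutoff, the mean inhibition of sample wells plus 3 SD, cut at about 27% in these data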;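 further: 0% = acetylcholine EC80 with DMSO and 100% = DMSO without agonist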
Target sequence (P08173 whole entry, looked up): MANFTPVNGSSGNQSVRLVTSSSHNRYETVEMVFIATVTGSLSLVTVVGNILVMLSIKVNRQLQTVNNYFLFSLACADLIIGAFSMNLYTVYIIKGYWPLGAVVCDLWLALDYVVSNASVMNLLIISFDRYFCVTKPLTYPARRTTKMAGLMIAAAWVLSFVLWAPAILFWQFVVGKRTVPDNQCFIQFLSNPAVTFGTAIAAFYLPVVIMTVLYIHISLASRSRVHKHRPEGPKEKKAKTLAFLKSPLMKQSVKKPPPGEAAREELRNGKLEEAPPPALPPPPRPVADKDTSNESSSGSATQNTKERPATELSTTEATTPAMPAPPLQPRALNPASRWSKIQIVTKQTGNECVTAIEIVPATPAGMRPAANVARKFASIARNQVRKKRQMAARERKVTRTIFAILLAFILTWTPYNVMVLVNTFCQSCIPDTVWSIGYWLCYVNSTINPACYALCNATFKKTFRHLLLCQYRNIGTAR
CHRM4 agonist = agonists of human muscarinic M4 receptor (CHRM4); 0.14% of 360,000 active; CHO-K1 hM4/Gqi5, Fluo-8 calcium fluorescence; vehicle 0%, full acetylcholine response 100%; activation, % at 3 µM; AID 624127;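 active means activation above the run mean over all test wells plus 3 SD, cut at about 32% in these data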;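 further: peak over basal fluorescence ratio per well then scaled between controls; 0% = DMSO wells and 100% = acetylcholine at EC100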
M4 PAM = positive allosteric modulators of human muscarinic M4 receptor. P08173. activation, % at 3 µM. AID 624126. 0.4% of 360,000 active. CHO-K1 hM4/Gqi5, Fluo-8 calcium fluorescence, ACh EC20; 0% = ACh EC20, 100% = maximal ACh;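 active means activation above its plate's cutoff, the mean activation of sample wells plus 3 SD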; further: some results filed as inactive read as strong as hits
M5 antag = CHRM5 antagonism in calcium assay; CHO-hM5 cells, Fluo-8 calcium fluorescence, ACh EC80; inhibition, % at 3 µM; 0.59% of 360,000 active; P08912; AID 624040;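 active means inhibition above a per-plate cutoff, the mean of that plate's test compounds plus 3 SD, cut at about 27% in these data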;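 further: 0% = acetylcholine EC80 with DMSO and 100% = DMSO without agonist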
IDE inh = cellular human IDE inhibition; P14735; HEK cells, FAbetaB cleavage, fluorescence polarization; inhibition, % at 5.59 µM; 0.41% of 320,000 active;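 active means percent inhibition above the average of all tested compounds plus 3 SD, set per screening campaign, cut at about 16% in these data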;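 further: IDE supplied by intact live HEK cells; FP after avidin binding of uncleaved biotin substrate so inhibition keeps polarization high; 0% = DMSO wells and 100% = 60 µM reference IDE inhibitor Ii1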
M5 PAM = potentiates acetylcholine response at human M5 receptor; P08912; CHO-K1 hM5, Fluo-8 calcium, ACh EC20 PAM; 0% = ACh EC20, 100% = ACh EC100; activation, % at 3 µM; 0.3% of 360,000 active; AID 624038;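 active means activation above the run cutoff, the mean activation of all test compounds plus 3 SD, cut at about 18% in these data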
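system = human M5 receptor in CHO-K1 cells | reagent = EC20 acetylcholine as agonist stimulus | compound dosing = single-point, 3 µM nominal | incubation = Fluo-8 loading 80 min at 37 °C plus 30 min room temperature | detection = Fluo-8 calcium dye fluorescence, kinetic read | benchmarks = low control EC20 acetylcholine (0%), high control EC100 acetylcholine (100%)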
CRFR2-BP antag = blocks CRF-induced signaling of the CRF-BP/CRF-R2 complex; inhibition, % at 11.8 µM; 0.59% of 350,000 active; AID 588475; HEK293 CRF-R2/CRF-BP, CRF-induced calcium fluorescence;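 active means inhibition of the ligand-induced calcium signal above about 50% at the single tested concentration, limit read from the data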
* hit, by the source's call; nt = no result given.

No.	CHRM5 agonist	M4 antag	M4 PAM	CHRM4 agonist	M5 PAM	CRFR2-BP antag	IDE inh	CRFBP-R2 agonist	M5 antag	mol
1	-2	3	-9	1	7	15	1	0.5	4	COC(=O)c1ccc(NC(=S)NN2CCOCC2)cc1
2	-2	-4	0	3	-8	-25	-6	1.6	12	O=c1c2ccccc2nc(-c2ccc(F)cc2)n1NCc1ccccc1O
3	2	1	2	0	1	12	-2	-2.8	15	O=c1oc([C@@H](O)c2ccccc2)cc2ccccc12
4	6	12	-3	4	1	-8	-1	2.3	18	C=CCOC(=O)C(=O)/C=C/c1ccc2c(c1)Cc1ccccc1-2
5	-12	4	-4	-1	-6	31	-4	3.0	3	Cc1cc(C(=O)NCCC(c2ccccc2)c2ccccc2)c(C)o1
6	3	-5	4	1	8	nt	nt	nt	4	Cc1cc(C)n(CCNC(=O)[C@H]2O[C@@H](n3ccc(N)nc3=O)[C@H](O)[C@@H]2O)n1
7	-2	-6	9	-2	-2	-34	-8	0.6	-1	CC(C)(C)c1[nH]nc2c1C(c1ccc(OC(=O)c3ccco3)cc1)C(C#N)=C(N)O2 (stereo not given)
8	-2	-2	13	-1	-2	10	5	-1.8	3	CC(Sc1nc(N2CCCCC2)c2c(c1C#N)CCCC2)C(=O)O (stereo not given)
9	0	1	-4	1	1	0	-1	1.2	-2	CCCc1nnc(SCC(=O)N2CCCCC2C)n1CC (stereo not given)
10	-3	-9	7	3	0	7	3	-1.7	9	COc1cc(C(=O)NCCOc2ccc(F)cc2)c(Br)c(OC)c1OC
11	-7	-15	-5	2	-13	-7	1	1.8	20	CSCCC(NC(=O)c1ccccc1Cl)C(=O)N1CCN(C(c2ccccc2)c2ccccc2)CC1 (stereo not given)
12	-4	-17	-7	7	-8	17	0	0.5	-2	Cc1ccc(N(C)S(=O)(=O)c2ccc(-c3cc(C)no3)s2)cc1
13	-4	-12	10	-2	2	32	0	-3.8	-2	COc1ccc(-c2cn3cc(C)ccc3n2)cc1Br
14	0	9	32*	3	9	36	5	-0.1	-11	COc1ccc(/C=N/NC(=O)c2ccoc2C)cc1O
15	-4	2	8	2	-5	0	-1	-0.5	3	O=C(Nc1ccc(F)cc1)N(CCCN1CCOCC1)Cc1cc2cc3c(cc2[nH]c1=O)OCO3
16	6	-8	-10	11	-3	-1	2	-0.3	3	O=C1c2ccc(Oc3ccc4c(c3)C(=O)N(CCCCO)C4=O)cc2C(=O)N1CCCCO
17	-2	-10	16	4	5	-1	2	-2.0	2	CCOC(=O)c1c(C)[nH]c(C(=O)N2CCCC(C(=O)c3cccc(OC)c3)C2)c1C (stereo not given)
18	0	4	1	0	-7	4	10	-0.3	0	CC1=C(C(=O)Nc2ccccc2)C(c2ccc(O)cc2)N2C(=O)CSC2=N1 (stereo not given)
19	-1	5	-3	5	-3	-18	5	0.9	0	CCCOc1ccc(N2C(=O)CC(SCCc3nc4ccccc4[nH]3)C2=O)cc1 (stereo not given)
20	-1	4	4	0	0	17	-1	-0.4	7	FC(F)(F)c1ccc(CN2CCCCCC2)cc1

Next part.
No.	CHRM5 agonist	M4 antag	M4 PAM	CHRM4 agonist	M5 PAM	CRFR2-BP antag	IDE inh	CRFBP-R2 agonist	M5 antag	mol
21	2	-11	2	4	-3	16	4	-1.9	6	CNC(C)C#Cc1c(-c2cc(OC)c(OC)c(OC)c2)noc1C (stereo not given)
22	2	4	4	2	-11	10	3	0.1	13	COC(=O)c1ccc(NC(=O)CNC(=O)C2CCCCC2)cc1
23	-7	-13	5	1	0	4	1	3.6	12	COc1ccc(C(=O)COC(=O)COc2cc(C)cc(C)c2)cc1
24	5	-7	1	1	0	3	2	-0.6	4	Cc1sc2ncn(CC(=O)N(C)C3CCCCC3)c(=O)c2c1C
25	0	5	1	4	2	-1	0	-0.6	-1	CCOc1ncccc1C(=O)Nc1ccc(-c2cn3ccsc3n2)cc1
26	-2	-1	7	1	-3	-2	8	5.7	9	C=CCN=C(NC#N)SC
27	-4	-3	3	0	1	10	3	-0.2	7	CC(C)C(=O)NC(=S)Nc1ccccc1C(=O)Nc1ccccc1
28	2	-3	6	3	-5	1	2	0.4	-3	O=C(NNC(=O)c1ccc(Br)o1)c1ccc(NC(=O)c2ccccc2)cc1
29	-2	-3	-6	1	0	-19	-4	-0.3	-8	CCc1cccc(N=c2c([N+](=O)[O-])nn(-c3ccc(Cl)cc3)n2O)c1
30	-5	3	-4	6	-12	-1	6	-1.8	11	COc1ccc(-c2nc3cc(C)ccn3c2NCc2ccc3c(c2)OCO3)cc1
31	2	7	-2	1	-5	20	nt	0.8	14	COc1ccc(-c2oc3cc(OC(C)=O)cc(OC(C)=O)c3c(=O)c2OC)cc1
32	-1	5	-5	0	4	4	-6	-1.6	2	Nc1nc2c(c(=O)[nH]1)C(c1ccccc1)C1=C(N2)c2ccccc2C1=O (stereo not given)
33	-1	9	0	1	-2	17	-1	-0.4	9	C#CCn1cccc(C(=O)Nc2ccc(OC)cc2)c1=O
34	2	-11	-3	1	1	nt	nt	nt	-12	CC(C)(C)NC(=O)C1(C)CCC(=O)N1C1CCN(Cc2ccccc2)CC1 (stereo not given)
35	0	-10	1	1	5	-1	9	0.2	12	COc1ccc(-c2oc3ccc(-c4cc(OC)c(OC)c(OC)c4)cc3c2-c2ccc(OC)nc2)cc1
36	-2	1	-1	0	5	0	-2	-1.6	-22	CCc1ccccc1NC(=O)Nc1cnccn1
37	-3	8	7	0	7	-9	4	-1.1	-3	CCOc1ccc(N2C(=O)CC(NCCc3ccc(S(N)(=O)=O)cc3)C2=O)cc1 (stereo not given)
38	1	2	-2	3	2	-2	-2	-3.1	-1	CCn1c(SCC(=O)N/N=C/c2cccs2)nc2ccccc21
39	-13	-7	-2	2	6	15	-1	1.3	2	COCC(C)Nc1ccc(S(=O)(=O)N2CCCC2)cc1[N+](=O)[O-] (stereo not given)
40	-3	-3	8	1	-1	-3	5	0.9	1	CCCCN(C(=O)COC(=O)CSc1cc(C)c2ccccc2n1)c1c(N)n(CCC)c(=O)[nH]c1=O

A second format for part of the listing above:
Value order – CHRM5 agonist | M4 antag | M4 PAM | CHRM4 agonist | M5 PAM | CRFR2-BP antag | IDE inh | CRFBP-R2 agonist | M5 antag
30) COc1ccc(-c2nc3cc(C)ccn3c2NCc2ccc3c(c2)OCO3)cc1
  -5 | 3 | -4 | 6 | -12 | -1 | 6 | -1.8 | 11
31) COc1ccc(-c2oc3cc(OC(C)=O)cc(OC(C)=O)c3c(=O)c2OC)cc1
  2 | 7 | -2 | 1 | -5 | 20 | nt | 0.8 | 14
32) Nc1nc2c(c(=O)[nH]1)C(c1ccccc1)C1=C(N2)c2ccccc2C1=O (stereo not given)
  -1 | 5 | -5 | 0 | 4 | 4 | -6 | -1.6 | 2
33) C#CCn1cccc(C(=O)Nc2ccc(OC)cc2)c1=O
  -1 | 9 | 0 | 1 | -2 | 17 | -1 | -0.4 | 9
34) CC(C)(C)NC(=O)C1(C)CCC(=O)N1C1CCN(Cc2ccccc2)CC1 (stereo not given)
  2 | -11 | -3 | 1 | 1 | nt | nt | nt | -12
35) COc1ccc(-c2oc3ccc(-c4cc(OC)c(OC)c(OC)c4)cc3c2-c2ccc(OC)nc2)cc1
  0 | -10 | 1 | 1 | 5 | -1 | 9 | 0.2 | 12
36) CCc1ccccc1NC(=O)Nc1cnccn1
  -2 | 1 | -1 | 0 | 5 | 0 | -2 | -1.6 | -22
37) CCOc1ccc(N2C(=O)CC(NCCc3ccc(S(N)(=O)=O)cc3)C2=O)cc1 (stereo not given)
  -3 | 8 | 7 | 0 | 7 | -9 | 4 | -1.1 | -3
38) CCn1c(SCC(=O)N/N=C/c2cccs2)nc2ccccc21
  1 | 2 | -2 | 3 | 2 | -2 | -2 | -3.1 | -1
39) COCC(C)Nc1ccc(S(=O)(=O)N2CCCC2)cc1[N+](=O)[O-] (stereo not given)
  -13 | -7 | -2 | 2 | 6 | 15 | -1 | 1.3 | 2
40) CCCCN(C(=O)COC(=O)CSc1cc(C)c2ccccc2n1)c1c(N)n(CCC)c(=O)[nH]c1=O
  -3 | -3 | 8 | 1 | -1 | -3 | 5 | 0.9 | 1

Further entries:
No.	CHRM5 agonist	M4 antag	M4 PAM	CHRM4 agonist	M5 PAM	CRFR2-BP antag	IDE inh	CRFBP-R2 agonist	M5 antag	mol
41	-2	3	2	1	3	8	-4	0.7	4	CCc1ccc(CN2CCCC(C(=O)N3CCCCC3)C2)cc1 (stereo not given)
42	-2	5	5	1	0	-9	1	1.5	10	Cc1ccc(S(=O)(=O)N2CCOCC2)cc1C(=O)Nc1ccccc1F
43	0	-1	-3	5	-11	8	-2	-0.6	11	O=S(=O)(Nc1cccc(-n2cnnn2)c1)c1cc(Br)ccc1Br
44	1	-7	2	2	-1	-15	2	0.5	2	O=C(O)C1CCN(C(=O)CSc2nnc(-c3ccccc3)o2)CC1
45	-3	0	-1	1	0	-26	4	4.5	-4	CC[n+]1c(/C=C/N(C)c2ccccc2)oc2ccccc21
46	3	-5	21	3	11	7	0	-2.7	-2	COc1ccc2c(CC(=O)NNC(=O)c3ccccc3F)coc2c1
47	1	-4	0	0	-2	4	-8	0.0	0	S=c1[nH]nc(-c2cccnc2)n1/N=C/C=C/c1ccco1
48	-3	-10	-7	8	-18	37	-2	-4.1	11	CCOc1cccc(C(=O)Nc2ccccc2N2CCN(C(=O)C(C)C)CC2)c1
49	3	-12	7	3	4	2	nt	2.8	0	CCOc1ccc(NC(=O)c2ccc3c(c2)C(=O)N(Cc2ccncc2)C3=O)cc1
50	-2	-2	5	1	-7	-45	-4	15	2	CC(C)OC(=O)/C(C#N)=C/c1ccc(-c2ccc(SC(F)F)cc2)o1
51	-3	-16	-3	5	-5	7	3	2.2	-4	CCn1c(SCCOc2ccc(Cl)cc2)nnc1-c1cccs1
52	-3	-13	5	1	0	-5	0	-0.3	11	Cc1nnc(NC(=O)CSc2ccc(-c3ccc(Cl)cc3)nn2)s1
53	0	18	-11	1	-16	-18	-4	-0.7	31*	c1ccc(C(Cc2nc(-c3ccncc3)no2)c2ccccc2)cc1
54	-5	-1	3	1	-6	-6	2	-0.2	12	CCCCn1c(N)c(N(Cc2ccccc2OC)C(=O)C(C)Oc2ccc(Cl)cc2)c(=O)[nH]c1=O (stereo not given)

Screening data from PubChem BioAssay.
